ABCB6 inh MLPCN: ABCB6 transporter inhibitors, primary screen, K562-ABCB6 cells, flow cytometry, MLPCN library; K562-ABCB6 porphyrin accumulation, 1 h; hits give low values; 360,000 compounds, 0.19% hits; fluorescence ratio to DMSO, % at 10 µM; AID 602162, 2011;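 active = fluorescence ratio to DMSO below 75%, the collection mean minus 3 SD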;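 also: signal is porphyrin accumulated inside mitochondria; 100% equals median channel fluorescence of DMSO control wells; lower ratio means ABCB6 inhibition with less porphyrin fluorescence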
TLR9-MyD88 block: inhibitors of TLR9-MyD88 association in cells, primary screen, cell-based, CHO, BLA complementation, fluorescence; Toll-like receptor 9 (Homo sapiens) + Myeloid differentiation primary response protein …; 340,000 compounds, 0.21% hits; CCF4 FRET ratio; inhibition, % at 4.98 µM; AID 504734, 2011;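 active = inhibition above the mean over all tested compounds plus 3 SD, cut at about 21% in these data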;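 also: 0% = DMSO only wells and 100% = clavulanate BLA inhibitor control wells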
Cardio protect: cardioprotection against H2O2-induced cell death, primary screen, uHTS, H9c2 cells, ATPLite luminescence | H9c2 cardiomyocytes, H2O2 injury protection, 2 h | protection from H2O2 cell death, % at 20 µM | 360,000 compounds, 0.63% hits;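 active = compounds giving at least 50% protection of heart cells from peroxide-induced death in the single-dose screen, raw or plate-pattern-corrected value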;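 also: 0% = DMSO wells with peroxide and 100% = DMSO wells without peroxide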
Glyco luc inh: increase of ERlucT glycosylation luciferase signal, primary screen, N-linked glycosylation inhibitor project, D54 ERlucT cells, luminescence, set 2; AID 588692, 2011; D54 ERlucT glycosylation luciferase reporter, 24 h; percent of 100 nM tunicamycin response; reporter increase, % at 12.5 µM; 360,000 compounds, 0.23% hits;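 active = mean luciferase reporter signal, scaled so untreated is 0 and the glycosylation-blocking control 100, at or above a set limit in every replicate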;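 also: luciferase carries N-glycosylation sites so blocking glycosylation raises the light; 0% = median of neutral control wells and 100% = median of 100 nM tunicamycin wells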
SRC2 inh: inhibition of GAL4-SRC2 driven luciferase reporter, primary screen, SRC2 inhibitor project, cell-based, luminescence. 370,000 compounds, 0.17% hits. AID 651957, 2012. inhibition, % at 9 µM. HEK293 GAL4-SRC2 luciferase reporter. Nuclear receptor coactivator 2 (Homo sapiens), Q15596;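 active = inhibition above the mean inhibition of all tested compounds plus 3 SD, set per campaign, cut at about 52% in these data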;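 also: 0% = DMSO treated cells and 100% = cells given Gossypol at 36 µM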
NOD2-RIPK2 inh: NOD2-RIPK2 binding disruptors in cells, primary screen, fluorescence, CHO cells, BLA complementation; 360,000 compounds, 0.38% hits; inhibition, % at 4.98 µM; AID 624267, 2012; CCF4 ratio; in the data active = inhibition above about 21%;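 also: 0% = vehicle only and 100% = reference blocker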
HTR2A ag: mouse Htr2a agonists via beta-arrestin recruitment, primary screen, cell-based, luminescence; 360,000 compounds, 0.66% hits; 5-hydroxytryptamine receptor 2A (Mus musculus), P35363; CHO-K1 mHTR2A beta-arrestin complementation; percent of 30 µM serotonin response; activation, % at 7.6 µM;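 active = activation above a run cutoff, the mean activation of all tested compounds plus 3 SD, cut at about 14% in these data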;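 also: 0% = plate median of compound wells and 100% = 30 µM serotonin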
ABHD5 PLIN5 PPI: ABHD5-PLIN5 interaction inhibitors, primary screen, cell lysate, split luciferase complementation, luminescence | 360,000 compounds, 0.78% hits | Perilipin-5 (Homo sapiens) + 1-acylglycerol-3-phosphate O-acyltransferase ABHD5 (Homo … | inhibition, % at 4 µM | Split G. princeps luciferase complementation, 4 h | AID 602281, 2012;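 active = inhibition above the mean inhibition across every tested compound plus 3 SD, cut at about 22% in these data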;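 also: 0% = DMSO only wells and the 100% control is not disclosed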
MC4R antag cAMP: MC4R antagonists of cAMP signaling, primary screen, cell-based, TR-FRET, antagonist arm of biased-ligand search | inhibition, % at 6.5 µM | MC4R-expressing cells, MTII-stimulated cAMP, LANCE TR-FRET | Melanocortin receptor 4 (Homo sapiens), P32245 | AID 540295, 2011 | 360,000 compounds, 0.48% hits;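 active = inhibition above its plate's cutoff, the mean of tested wells on that plate plus 3 SD, cut at about 29% in these data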;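 also: 0% = Melanotan II alone and 100% = Melanotan II plus saturating MCL0020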
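Material: human MC4R-expressing U2OS cells. Probe or stimulus: Melanotan II challenge. Dosing: 6.5 µM single dose. Times: 30-min compound, 1-h challenge, 1-h detection, room temperature. Technique: TR-FRET with Eu-cAMP and labeled anti-cAMP, 671 nm. Replication: singlicate.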
MC4R barr agon: MC4R agonists recruiting beta-arrestin, primary screen, cell-based, luminescence, agonist arm of biased-ligand search; Melanocortin receptor 4 (Homo sapiens), P32245; 360,000 compounds, 0.98% hits; activation, % at 8.9 µM; U2OS MC4R beta-arrestin complementation; percent of melanotan II response, DMSO zero;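 active = activation above a per-plate cutoff, the mean activation of sample wells on that plate plus 3 SD, cut at about 8% in these data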
Active calls of the source: *; . = no result given.

cpd	Compound	ABCB6 inh MLPCN	TLR9-MyD88 block	Cardio protect	Glyco luc inh	SRC2 inh	NOD2-RIPK2 inh	HTR2A ag	ABHD5 PLIN5 PPI	MC4R antag cAMP	MC4R barr agon
1	COc1ccc(Cl)cc1NC(=O)CSc1nnc(Cc2ccc(C)cc2)c(=O)[nH]1	101	-6	-14	2	12	-6	-1	6	1	-1.6
2	CNC(=O)c1cc(C(=O)c2ccc(F)cc2Cl)c[nH]1	97	4	-2	-2	-18	3	-5	1	7	0.2
3	O=C(c1ccccc1)N1N=C(c2ccc(F)cc2)CC1c1ccc(F)cc1 (stereo not given)	97	0	-2	-1	15	1	-1	-5	11	2.1
4	CCOc1ccc(NC(=O)c2ccc(OCC3CCCO3)cc2)cc1S(=O)(=O)N(CC)CC (stereo not given)	96	2	1	-4	4	-5	1	3	4	-2.4
5	CC1CC(C)CN(S(=O)(=O)c2cccc3nsnc23)C1 (stereo not given)	96	12	-7	-2	-24	-4	-5	-2	8	-1.9
6	Cc1ccc(C(=O)N2CCC(C(=O)NCc3ccco3)CC2)cc1	92	-1	-1	4	-29	-3	3	-7	6	-2.0
7	CC[n+]1ccc(C)c2cc(P(=O)(c3ccccc3)c3ccccc3)ccc21	105	-1	3	0	3	2	-4	9	-7	-2.1
8	CC(=O)c1ccc(N2CCN(C(=O)COc3ccc4ccccc4c3)CC2)cc1	118	-1	3	4	11	-3	9	1	3	0.0
9	CCCN(CCC)c1nc(C#N)nc(N(CCC)CCC)n1	89	4	-4	-3	-19	0	3	2	7	-1.9
10	OC1(c2cccc(C(F)(F)F)c2)CCN(c2ncnc3c2[nH]c2ccccc23)CC1	93	-10	-24	1	4	7	-1	-5	6	11*
11	CC1(C)CC(=O)C=C(c2ccc(COC(=O)c3cccc(C(F)(F)F)c3)cc2)C1=O	99	-3	-30	0	-7	2	1	9	9	0.9
12	CCOC(=O)C(/C=C(\C#N)C(=O)OCC)=C(/N)N1CCN(c2ccc(Cl)cc2)CC1	110	0	1	2	-8	3	11	11	5	0.4
13	O=C1c2cccc3c([N+](=O)[O-])ccc(c23)C(=O)N1CCc1ccccn1	155	-7	2	21	11	12	2	0	6	0.4
14	COc1ccccc1NC(=O)NCCN1C(=O)C2C3C=CC(C3)C2C1=O (stereo not given)	99	6	5	1	2	-2	-2	6	0	-0.9
15	CC(C)C[C@H]1CNC(=O)C(=O)N1CC1CCN(CCc2ccccc2)CC1	92	.	1	1	-15	7	-1	6	.	.
16	CCCCc1ccc(-c2csc(/C(C#N)=C/c3ccco3)n2)cc1	115	0	-9	2	-11	4	7	2	6	-0.3
17	CC(C)C(=O)NC(c1cccc([N+](=O)[O-])c1)c1ccc2cccnc2c1O (stereo not given)	94	0	33	-11	17	4	-3	13	4	-3.1
18	Cc1ccc(-n2nnnc2SCC(=O)N(CC(C)C)c2c(N)n(CC(C)C)c(=O)[nH]c2=O)cc1	90	-7	-1	0	28	-4	-1	-6	11	-0.4
19	Cc1ccc(NC(=O)CN(C)Cc2cc(=O)n3ccsc3n2)cc1	176	-2	9	-1	-51	5	3	1	18	2.7
20	CC(C)NC(=O)c1onc(CSc2ccc(Cl)cc2)c1C(=O)O	97	6	-2	-1	-21	-5	0	-1	8	-1.4
21	O=C(COC(=O)C1CC2C=CC1C2)NCc1ccccc1Cl (stereo not given)	97	1	8	0	-2	-2	-1	-4	6	-0.1
22	O=C(O)CCSc1nc2ccccc2n1-c1ccccc1	93	-1	0	0	-9	-7	-2	-7	13	1.7
23	Cc1ccccc1C(=O)NC(=S)Nc1ccc(S(=O)(=O)N2CCOCC2)cc1	95	4	-9	2	-21	-2	0	9	1	2.2
24	CC1(C)C2CC=C(/C=N/NC(=O)C3CC3)C1C2 (stereo not given)	95	-4	-2	-1	-6	-1	0	4	15	-2.2
25	CCCCN1C(=O)C(=O)NC[C@@H]1C(C)O (stereo not given in full)	96	-1	12	1	0	-14	7	-2	7	-0.8

Reformatted as labelled records: 3 of the compounds above
#3 O=C(c1ccccc1)N1N=C(c2ccc(F)cc2)CC1c1ccc(F)cc1 (stereo not given)
- ABCB6 inh MLPCN = 97
- TLR9-MyD88 block = 0
- Cardio protect = -2
- Glyco luc inh = -1
- SRC2 inh = 15
- NOD2-RIPK2 inh = 1
- HTR2A ag = -1
- ABHD5 PLIN5 PPI = -5
- MC4R antag cAMP = 11
- MC4R barr agon = 2.1
#4 CCOc1ccc(NC(=O)c2ccc(OCC3CCCO3)cc2)cc1S(=O)(=O)N(CC)CC (stereo not given)
- ABCB6 inh MLPCN = 96
- TLR9-MyD88 block = 2
- Cardio protect = 1
- Glyco luc inh = -4
- SRC2 inh = 4
- NOD2-RIPK2 inh = -5
- HTR2A ag = 1
- ABHD5 PLIN5 PPI = 3
- MC4R antag cAMP = 4
- MC4R barr agon = -2.4
#5 CC1CC(C)CN(S(=O)(=O)c2cccc3nsnc23)C1 (stereo not given)
- ABCB6 inh MLPCN = 96
- TLR9-MyD88 block = 12
- Cardio protect = -7
- Glyco luc inh = -2
- SRC2 inh = -24
- NOD2-RIPK2 inh = -4
- HTR2A ag = -5
- ABHD5 PLIN5 PPI = -2
- MC4R antag cAMP = 8
- MC4R barr agon = -1.9

Screen by screen, as entered above.
Compounds 9 to 20 in ABCB6 inh MLPCN: 89, 93, 99, 110, 155, 99, 92, 115, 94, 90, 176, 97

Remaining list, next part.
cpd	Compound	ABCB6 inh MLPCN	TLR9-MyD88 block	Cardio protect	Glyco luc inh	SRC2 inh	NOD2-RIPK2 inh	HTR2A ag	ABHD5 PLIN5 PPI	MC4R antag cAMP	MC4R barr agon
26	Cc1ccc(SCC(=O)Nc2ccccc2C(=O)N2CCOCC2)cc1	89	-9	5	2	9	4	-4	-1	12	3.5
27	CCOc1cccc(-c2c(C(=O)N/N=C/c3ccc(Br)cc3)nnn2-c2nonc2N)c1	100	-2	0	3	-21	-2	-4	-10	9	-2.9
28	Cc1ccc(S(=O)(=O)N2CCN(C(=O)CSc3ccc(Cl)cc3)CC2)cc1	87	1	-5	-5	1	4	5	-7	5	2.3
29	Cc1ccc(C(=O)NC2CCCCNC2=O)cc1 (stereo not given)	97	-1	2	-3	-6	-12	12	-4	-2	-1.1
30	Cc1ccc(CCNC(=O)CS(=O)Cc2nc(-c3cccc(C)c3)oc2C)cc1 (stereo not given)	98	-3	-2	-2	11	9	-4	-4	2	0.4
31	Cc1ccc(NS(=O)(=O)c2ccc(C)c(C(=O)N3CCN(C)CC3)c2)cc1	110	-2	8	3	12	3	4	-5	2	-1.6
32	COc1cc(/C=C2\N=C(C)OC2=O)cc(Cl)c1OC(C)=O	102	6	8	2	7	0	4	8	6	-0.7
33	COC(=O)[C@@H](NC(=O)N1CCN(C(=O)C2COc3ccccc3O2)CC1)C(C)C (stereo not given in full)	105	6	8	1	-3	1	-2	2	4	0.3
34	Cn1c(C(C(=O)NCC2CCCO2)N(C(=O)Cn2nnc3ccccc32)C2CCCCC2)nc2ccccc21 (stereo not given)	97	-2	-2	2	-3	-11	3	1	-3	-1.2
35	COc1ccc(/C=C/C(=O)c2ccc3c4c(cccc24)CC3)cc1OC	96	4	1	34*	37	9	0	6	8	0.8
36	COc1ccc(-c2coc3cc(OC4OC(CO)C(O)C(O)C4O)ccc3c2=O)cc1 (stereo not given)	101	10	-10	-7	-33	10	3	1	1	-1.6
37	CN(C(=S)NC(=O)C1(C)CC1(Cl)Cl)c1ccccc1 (stereo not given)	100	-6	4	1	19	-6	1	-7	-1	0.1
38	COc1ccccc1-c1cc(C(=O)NC(C)c2ccccc2)no1 (stereo not given)	102	4	-6	-1	-9	-5	-1	-10	2	-1.1
39	CCC1SC2=NC(C)=C(C(=O)OCCOC)C(c3ccc(C(=O)OC)cc3)N2C1=O (stereo not given)	98	-4	3	-3	-6	-14	1	-6	14	0.4
40	Cc1nn(Cc2ccccc2Cl)c(C)c1NC(=O)c1noc(C(C)C)c1[N+](=O)[O-]	98	-3	-5	-1	-19	-15	-2	4	-5	1.5
41	COc1ccc(NC(=O)c2sc(=O)n(Cc3cccc(C(F)(F)F)c3)c2C)cc1OC	100	.	-2	8	12	2	-2	-2	10	0.2
42	CC(C)(C)NC(=O)Nc1ccc2nccnc2c1	114	-7	-4	-2	-49	-8	2	-2	13	0.9
43	CC(C)c1ccc(NC2CCCN(C(=O)c3cccs3)C2)cc1 (stereo not given)	102	-24	-5	-2	12	-8	-4	-2	-2	-1.8

Screening data (PubChem)

Only part of the results is shown; count on the stated rates, not on these rows.
